Bioassay records deposited in PubChem BioAssay by Sanford-Burnham Center for Chemical Genomics.
MKP-3 inhibition = MKP-3 phosphatase inhibitors, primary screen, biochemical, rat enzyme, in vitro (AID 425); one-dose inhibition, % at 20 µM; IC50 in µM for titrated hits; recombinant MKP-3 phosphatase activity, fluorescence; higher % means a stronger effect; Dual specificity protein phosphatase 6 (Rattus norvegicus); 110,000 tested, 0.17% active; in the data active means inhibition above about 50%;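 further: plate controls were vehicle for no effect and reference inhibitor for full effect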
Hsp70 displacement = Hsp70 inhibitors, probe displacement, primary screen, biochemical, fluorescence polarization (AID 583); Heat shock 70 kDa protein 1A (Homo sapiens); 140,000 tested, 0.06% active; Hsp70 fluorescence polarization probe displacement, mP; higher % means a stronger effect; displacement, % at 20 µM, or IC50 in µM where a hit was titrated; in the data active means displacement above about 50%;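 further: plate controls were vehicle for no effect and reference ligand for full effect; a part of the inactive calls stands beside numbers as strong as those of hits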
* = called active by the depositor; x = no result given. A portion of the library; the hit share may differ from the screen's.

Sequence of screens: MKP-3 inhibition | Hsp70 displacement
1) Cc1nc(N2CCN(c3ccccc3)CC2)[nH]c(=O)c1Cc1ccccc1
    -9.0% | 7.3%
2) Cc1cc2nc(CCN3CCOCC3)n(S(=O)(=O)c3ccc(C(C)(C)C)cc3)c2cc1C
    x | 0.8%
3) Cc1ccc(CNS(=O)(=O)N(C)C)cc1
    x | 8.8%
4) Cc1c(C(=O)NCCc2ccccc2)oc2ccc(S(=O)(=O)N3CCOCC3)cc12
    5.4% | 0.6%
5) NC(=O)CCN(Cc1ccccc1)S(=O)(=O)c1ccccc1
    -15.8% | -6.4%
6) COc1ccc(OC)c(C2C(C#N)=C(N)Oc3cc(N)ccc32)c1 (stereo not given)
    6.8% | 0.3%
7) O=C(c1sc2ccccc2c1Cl)N(Cc1ccco1)C1CCS(=O)(=O)C1 (stereo not given)
    -12.8% | 0.9%
8) O=C(c1cccc2c(Br)cccc12)N1CCN(c2ccc([N+](=O)[O-])cc2)CC1
    -3.0% | -4.9%
9) CCCCNCCOc1cc(C)c(Cl)c(C)c1
    3.4% | -3.4%
10) Clc1ccc2c(c1)C(N1CCNCC1)Cc1ccccc1S2 (stereo not given)
    x | 4.5%
11) COc1ccc(OC)c(C(=O)N2CCC(C(=O)c3ccc(F)cc3)CC2)c1
    x | 0.7%
12) N#CC(C(=O)NCCc1ccccc1)c1nc2ccccc2nc1N1CCOCC1 (stereo not given)
    -9.6% | -10.7%
13) O=C(Nc1c(F)cc(F)cc1Br)c1cc(-c2ccc(O)cc2)on1
    -3.1% | 0.7%
14) Nc1ccc2nc(SCc3ccc(C(=O)O)cc3)sc2c1
    3.2% | 6.3%
15) CC(C)(C)C1=Nn2c(nnc2C2CCCCC2)SC1
    1.4% | -5.6%
16) Cc1ccccc1OCC(=O)NC1C2CC3CC(C2)CC1C3 (stereo not given)
    3.5% | 5.0%
17) CCOC(=O)c1ccc(NC(=O)N2CC(C)OC(C)C2)cc1 (stereo not given)
    -7.5% | 9.7%
18) Cn1c(=O)c2c(nc(CN3CCN(C(=O)c4ccco4)CC3)n2Cc2ccc(F)cc2)n(C)c1=O
    x | -4.0%
19) COc1ccc(CC(=O)NC2CCCC2)cc1
    -3.5% | 2.9%
20) CN1CCN(S(=O)(=O)c2cccc(C(=O)NC3CCCc4ccccc43)c2)CC1 (stereo not given)
    -14.2% | 0.5%
21) Cc1cc2oc(=O)c3c(c2cc1OCc1nn[nH]n1)CCCC3
    0.6% | 4.4%
22) Cc1cccc(C)c1NC(=O)Cc1ccc(Br)cc1
    0.4% | 0.9%
23) Cc1ccc(C(O)C#CC(O)(c2ccccc2)c2ccccc2)o1 (stereo not given)
    1.5% | 5.9%
24) Cc1cccc(NC(=O)c2cc(-c3ccc(Cl)cc3)nc3ccccc23)n1
    5.1% | -2.5%
25) CCn1c(SCC(=O)NC2CCCCC2)nnc1-c1cc2cccc(OC)c2o1
    x | 8.4%
26) O=C(COc1ccc2ccccc2c1)Nc1ccc(Cl)c(Cl)c1
    3.6% | -2.5%
27) COC(=O)c1ccc(C(=O)OC)c(NC(=O)/C=C/c2cccc([N+](=O)[O-])c2)c1
    1.7% | 0.9%
28) O=C(O)CCCNC(=O)c1ccccc1NC(=O)c1ccccc1
    -3.2% | -2.4%
29) CC(CN1CCN(C)CC1)OC(=O)c1ccc(Cl)cc1 (stereo not given)
    -10.4% | -4.8%
30) Cc1cccc(N2CCN(C(=O)COc3cc(=O)n(C)c4ccccc34)CC2C)c1 (stereo not given)
    5.9% | x

Brought forward from above: four compounds, then new ones.
Sequence of screens: MKP-3 inhibition | Hsp70 displacement
27) COC(=O)c1ccc(C(=O)OC)c(NC(=O)/C=C/c2cccc([N+](=O)[O-])c2)c1
    1.7% | 0.9%
28) O=C(O)CCCNC(=O)c1ccccc1NC(=O)c1ccccc1
    -3.2% | -2.4%
29) CC(CN1CCN(C)CC1)OC(=O)c1ccc(Cl)cc1 (stereo not given)
    -10.4% | -4.8%
30) Cc1cccc(N2CCN(C(=O)COc3cc(=O)n(C)c4ccccc34)CC2C)c1 (stereo not given)
    5.9% | x
31) Cc1ccc(-c2cc(C(=O)N/N=C/c3cccs3)[nH]n2)cc1
    1.7% | -4.3%
32) CCOC(=O)c1cnc(SCC(=O)Nc2cc(OC)cc(OC)c2)nc1N
    -1.0% | 4.6%
33) O=C(Nc1nc2ccc(F)cc2s1)C1CCCO1 (stereo not given)
    x | -2.3%
34) O=Cc1[nH]c2ccccc2c1Nc1ccc([N+](=O)[O-])cc1
    5.6% | -5.6%
35) O=C(Nc1ccc(OCc2ccccc2)cc1)c1ccccc1Br
    0.7% | -1.8%
36) CCOC(=O)C1CCN(C(=O)c2cn(CCOC)c(=O)c3c2c2ccccc2n3C)CC1
    3.0% | 6.2%
37) O=C(C1CCC(CNc2c(N3CCCCC3)c(=O)c2=O)CC1)N1CCCCC1 (stereo not given)
    -5.7% | -2.5%
38) O=S1(=O)N=C(Nc2nncs2)c2ccccc21
    x | 3.5%
39) O=C(CC(Nc1cccc(Cl)c1)c1ccc(F)cc1)c1ccccc1 (stereo not given)
    -0.6% | 5.1%
40) CC1(C)Cc2noc(N)c2C(C)(C)N1OC(=O)c1cccs1
    -9.1% | 7.7%
41) Cc1[nH]c2ccc(OC(=O)N3CCOCC3)cc2c1C(=O)OC(C)C
    x | 1.9%
42) CC(C)CN(C(=O)COC(=O)CCN1C(=O)c2ccccc2C1=O)C1CCS(=O)(=O)C1 (stereo not given)
    -9.3% | 0.8%
43) CCC(C)NC(=O)C1CCN(c2nc(OC)nc(OC)n2)CC1 (stereo not given)
    x | 3.7%
44) Cc1ccc(-n2nnc3c(=O)n(CC(=O)N4CCOCC4)cnc32)cc1
    -1.8% | -4.8%
45) CN1CC(=O)NC1=NC(=O)c1ccc(Cl)c(S(=O)(=O)N2CCCCCC2)c1
    -3.5% | 1.0%
46) Cc1nnc(SCC(=O)Nc2ccc(N3CCOCC3)cc2)n1-c1ccccc1
    x | 1.0%
47) O=C(NCCCn1ccnc1)C(=O)Nc1ccc(F)cc1
    1.0% | x
48) N#Cc1ccc(C(=O)Nc2ccc(S(=O)(=O)NC3=NCCCCC3)cc2)cc1
    x | 4.3%
49) c1ccc2nc3c(nc2c1)c1ccccc1n3CCN1CCOCC1
    0.4% | 3.1%
50) N#Cc1nc(-c2ccc(OCc3ccccc3)cc2)oc1NCc1cccnc1
    -5.7% | -1.7%
51) COc1ccc(C(=O)Nc2cc(C(F)(F)F)ccc2Cl)cc1OC
    4.5% | -3.6%
52) COC(=O)c1ccc(-c2ccco2)n1Cc1ccccc1Cl
    x | -0.4%
53) C=CCn1c(COc2ccccc2-c2ccccc2)nnc1SCC(=O)NC(=O)NCc1ccco1
    x | 4.1%
54) COc1ccc(OC)c(N/C(C)=C/C(=O)c2ccc(C)o2)c1
    0.4% | -5.5%
55) COc1ccc(-c2nc(CS(=O)CC(=O)NCCCN3CC(C)CC(C)C3)c(C)o2)cc1OC (stereo not given)
    -1.3% | -0.4%
56) COc1ccc(CNC2CCCCC2C)c(OC)c1 (stereo not given)
    -18.5% | -3.6%
57) Cc1ccc2nsnc2c1NC(=O)S(=O)(=O)c1ccccc1
    -3.3% | 2.3%
58) COc1ccccc1N(CC(=O)NC1CCCC1)C(=O)c1csnn1
    -9.6% | 6.2%
59) Cc1nc2nc(C)c(CCC(=O)Nc3ccc4c(c3)OCO4)c(C)n2n1
    -6.0% | -1.4%
60) O=C(Nc1c(C(=O)Nc2cccc(Cl)c2)cnn1-c1ccccc1)c1ccccc1Cl
    -4.0% | 2.9%

Some of the entries so far, with each value named.
(53) C=CCn1c(COc2ccccc2-c2ccccc2)nnc1SCC(=O)NC(=O)NCc1ccco1
- MKP-3 inhibition = x
- Hsp70 displacement = 4.1%
(54) COc1ccc(OC)c(N/C(C)=C/C(=O)c2ccc(C)o2)c1
- MKP-3 inhibition = 0.4%
- Hsp70 displacement = -5.5%

Returning to the listing; the 5 compounds before the break are reprinted first.
Sequence of screens: MKP-3 inhibition | Hsp70 displacement
56) COc1ccc(CNC2CCCCC2C)c(OC)c1 (stereo not given)
    -18.5% | -3.6%
57) Cc1ccc2nsnc2c1NC(=O)S(=O)(=O)c1ccccc1
    -3.3% | 2.3%
58) COc1ccccc1N(CC(=O)NC1CCCC1)C(=O)c1csnn1
    -9.6% | 6.2%
59) Cc1nc2nc(C)c(CCC(=O)Nc3ccc4c(c3)OCO4)c(C)n2n1
    -6.0% | -1.4%
60) O=C(Nc1c(C(=O)Nc2cccc(Cl)c2)cnn1-c1ccccc1)c1ccccc1Cl
    -4.0% | 2.9%
61) Cc1cc2ccccc2n1CCNC(=O)COc1ccccc1
    -8.4% | 18.1%
62) O=C1CCC2c3ccc4ccccc4c3CCN12 (stereo not given)
    x | 0.0%
63) CCOC(=O)c1ccc(NC(=O)CSC2=NC(=O)C(CC)C(=O)N2)cc1 (stereo not given)
    -10.6% | 4.3%
64) Cc1cc(NC(=O)c2cc(-c3cccc(Cl)c3)on2)no1
    1.0% | -5.4%
65) Cc1ccc(SCCOc2ccc(/C=C3/SC(=S)N(C)C3=O)cc2)cc1
    0.3% | -4.2%
66) CC1=C(C)CC2C(=O)N(c3ccc(N4CCCCC4)cc3)C(=O)C2C1 (stereo not given)
    2.0% | 1.2%
67) CCOc1ccc(OCC)c(C2C(C#N)=C(N)N(c3cccnc3)C3=C2C(=O)CC(C)(C)C3)c1 (stereo not given)
    -1.5% | -1.1%
68) COc1ccc(C(=O)Nc2ccccc2C(=O)N(Cc2ccco2)C(C(N)=O)C(C)C)cc1 (stereo not given)
    x | 8.4%
69) Cc1oc2ccccc2c1/C=N/n1cnc2sc3c(c2c1=O)CCCC3
    4.5% | -0.9%
70) COc1ccc(OC)c(NC(=O)Nc2cccc3ccccc23)c1
    x | 0.2%
71) CC(C)(O)c1nnn(-c2ccccc2)c1C(F)(F)F
    3.1% | -0.8%
72) C1=C=CC(OCCOc2ccc(/C=N/n3cnnc3)cc2)=CC=1
    3.2% | -3.8%
73) COc1ccccc1NS(=O)(=O)c1ccc(NC(C)=O)cc1
    -2.8% | 8.1%
74) Cc1ccc2nc(NC(=O)CSc3nc(C)cc(=O)[nH]3)sc2c1
    1.9% | 1.1%
75) C=CCn1c(SCC(=O)NCc2ccc3c(c2)OCO3)nnc1C1COc2ccccc2O1 (stereo not given)
    -11.1% | -1.1%
76) CCOC(=O)CSc1nnc(N)s1
    -13.7% | -3.6%
77) Cc1nnc(SCC(=O)Nc2ccc3c(c2)OCO3)o1
    6.1% | -3.2%
78) Cc1nc(NCc2ccco2)c2oc3ccccc3c2n1
    0.3% | 4.4%
79) Cc1cc(C)cc(NC(=O)c2sc3ccccc3c2Cl)c1
    -0.5% | 8.4%
80) Cc1cc(=O)[nH]c2c1cnn2Cc1ccccc1
    -1.7% | 7.0%
81) Cn1cc(-c2nnc(-c3ccccc3)o2)c2ccccc21
    x | 0.9%
82) O=C1C(=O)N(c2ccccn2)C(c2cccc(Cl)c2)/C1=C(\O)c1ccc(Cl)cc1 (stereo not given)
    1.3% | -2.6%
83) Cc1c(NC(=O)c2ccc(Br)o2)cccc1C(=O)O
    x | 0.2%
84) Cc1occc1C(=O)NC(C)c1ccc2c(c1)OCO2 (stereo not given)
    -3.3% | 2.9%
85) COc1cc2cc(CN(Cc3nnnn3Cc3ccco3)C3CCCCC3)c(=O)[nH]c2cc1OC
    -8.4% | 13.0%
86) O=S(=O)(c1ccc(NC(=S)Nc2ccccc2)cc1)N1CCCCC1
    2.2% | 0.2%
87) Cc1cc(Cl)ccc1OCC(=O)Nc1sc(C)c(C)c1C(N)=O
    2.6% | -1.0%
88) CCOC(=O)c1cc2sccc2n1Cc1ccc(C#N)cc1
    -10.3% | -1.9%
89) CC1CCN(C(=O)c2ccc(N3C(=O)c4ccccc4C3=O)cc2)CC1
    -0.2% | -2.1%
90) CCC(Oc1ccccc1)C(=O)NCc1ccccc1 (stereo not given)
    2.2% | 2.4%
91) CCC1CCCCN1C(=O)CSc1nnc(-c2ccc(Cl)cc2)o1 (stereo not given)
    -4.4% | -3.6%
92) O=C1CSC(c2ccccc2)N1CC12CC3CC(CC(O)(C3)C1)C2 (stereo not given)
    -14.1% | 2.8%
93) Clc1ccc(-c2nnc(SCc3ccon3)o2)c(Cl)c1
    x | 0.5%
94) O=C(CSc1nc2c(c(=O)n1-c1ccc(Cl)cc1)SCC2)NCc1ccco1
    2.2% | -0.2%
95) CC(=O)NS(=O)(=O)c1ccc(NC(=O)c2ccc3c(c2)OCO3)cc1
    -0.3% | 2.3%
96) COc1ccc(-c2nc3sc4c(c3c(=O)[nH]2)CCCC4)cc1C
    1.3% | -4.0%
97) Cn1c2c(c(=O)n(C)c1=O)C(NC(=O)c1cccs1)(C(F)(F)F)C(=O)N2 (stereo not given)
    0.9% | -1.6%
98) COC12CCCCC1OC1(OC)CCCCC1O2 (stereo not given)
    -1.0% | 3.5%
99) O=C(NCCN1CCN(C(=O)NC2CCCCC2)CC1)NC1CCCCC1
    1.4% | -2.7%
100) Cc1ccc(C)c(-n2c(SCC(=O)N3CCCC3)nnc2-c2ccccn2)c1
    1.3% | 0.3%
101) Cc1cc(=O)[nH]c(SCC(=O)Nc2ccc(Cl)cc2)n1
    3.0% | -0.9%
102) Nc1ccc2c(c1)C1C=CCC1C(c1ccc([N+](=O)[O-])cc1)N2 (stereo not given)
    9.4% | -2.8%
103) CN(Cc1ccccc1)Cn1[nH]c(=O)ccc1=O
    -2.7% | 0.0%
104) COc1ccccc1OCCSc1nc(N)cc(N)n1
    x | -1.2%
105) COc1ccc(CC(=O)Nc2ccc(Br)c(C)c2)cc1
    -1.3% | -0.2%
106) CCOC(=O)C1=C(c2ccccc2)N=C2SCC(=O)N2C1c1cccc(OC)c1OC (stereo not given)
    -2.9% | 2.2%
107) Nc1nc(CSc2nnc(-c3cccc(F)c3)n2-c2ccccc2)nc(N2CCOCC2)n1
    -1.0% | 5.7%
108) O=C(CN1CCCCCC1)N1c2ccccc2C=Cc2ccccc21
    x | 1.3%
109) O=C1c2ccccc2CC1Sc1nnc(-c2ccccn2)o1 (stereo not given)
    -12.0% | 3.7%
